TDP1 inh: inhibitors of human tyrosyl-DNA phosphodiesterase TDP1 | Q9NUW8 | recombinant TDP1, AlphaScreen DNA substrate cleavage | Potency, µM (series often up to 130 µM), for inactives: at the highest dose activity change, negative = inhibition, most hits filed as inhibitors | actives 0.28% (n = 350,000) | AID 485290; note: nearly all actives have a fitted effect of over 40% in size
Target sequence (Q9NUW8 whole entry, looked up): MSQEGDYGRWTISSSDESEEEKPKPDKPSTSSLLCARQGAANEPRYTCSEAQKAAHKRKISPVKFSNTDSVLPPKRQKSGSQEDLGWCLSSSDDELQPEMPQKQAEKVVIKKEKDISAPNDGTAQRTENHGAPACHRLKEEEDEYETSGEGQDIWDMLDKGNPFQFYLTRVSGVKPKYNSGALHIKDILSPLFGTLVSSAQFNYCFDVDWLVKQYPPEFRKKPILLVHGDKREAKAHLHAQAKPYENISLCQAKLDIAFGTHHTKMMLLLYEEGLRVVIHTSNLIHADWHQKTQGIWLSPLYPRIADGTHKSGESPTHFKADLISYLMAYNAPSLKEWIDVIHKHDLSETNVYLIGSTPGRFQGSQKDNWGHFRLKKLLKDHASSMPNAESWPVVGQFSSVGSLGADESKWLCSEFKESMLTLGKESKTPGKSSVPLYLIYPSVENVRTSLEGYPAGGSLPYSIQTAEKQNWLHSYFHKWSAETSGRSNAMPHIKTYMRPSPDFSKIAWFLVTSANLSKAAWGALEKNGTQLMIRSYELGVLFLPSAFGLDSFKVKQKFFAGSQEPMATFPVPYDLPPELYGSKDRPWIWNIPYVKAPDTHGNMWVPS
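Signal: AlphaScreen proximity between streptavidin donor and anti-FITC acceptor beads on intact substrate. Reaction: Tdp1 1 nM, substrate 15 nM final, 5 min RT after 15 min compound preincubation.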
N370S GC mod: N370S glucocerebrosidase modulation, Gaucher chaperone candidate. P04062. N370S GC spleen homogenate, 4MU-glucoside fluorescence. Potency, µM (series often up to 59.4 µM), for the others: at the top dose activity change, negative = inhibition, usual class: inhibitors. actives 0.092% (n = 330,000). AID 2101;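 note: 0% = full enzyme activity and -100% = no enzyme basal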
DT40 TDP1 no CPT: qHTS for Inhibitors of human tyrosyl-DNA phosphodiesterase 1 (TDP1): qHTS in cells in absence of CPT | Potency, µM (highest dose often 46.2 µM), inactives show at the highest dose activity change, negative = growth inhibition, most hits filed as inhibitors | DT40 Tdp1-/- hTDP1 cells, no CPT, ATP luminescence, 48 h | actives 15% (n = 420,000) | AID 686978, 2013; note: nearly all actives have a fitted effect of over 55% in size
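Luminescent ATP content (CellTiter-Glo) served as the growth readout. Knockout chicken DT40 cells expressing human TDP1 were exposed to compounds without camptothecin for a minimum 48 hr at 37 °C.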
Starred values were filed as active, the others as inactive; ? = inconclusive; · = not tested or not shown; & = joins results of further samples; [ ] = remark or other dose. Calls come from the whole dose curve; as a rule, active = well fitted curve in the direction sought with a large enough effect; inconclusive = small, poorly fitted or top-dose-only effect, or another doubt; inactive = no such curve, though single readings can be large; an effect the other way counts as inactive or inconclusive. Unless noted, % is set by controls: 0 for no effect and ±100 for the full control effect; potency is the fitted concentration of half-maximal effect.

item	structure	TDP1 inh	N370S GC mod	DT40 TDP1 no CPT
1	COc1ccc(Nc2ncnc3c2nc2n3CCCCC2)cc1	6%	·	?
2	CCCCNS(=O)(=O)CCNCc1ccc(OC)cc1	0%[56.1 µM]	·	?
3	O=c1c2c(n3cnnc3n1C1CCCCC1)-c1ccccc1CC21CCCCC1	2%	13%	26µM*
4	CCN(CC)S(=O)(=O)c1ccc(-c2nnc(SCC(=O)N3c4ccccc4CC3C)o2)cc1 (stereo not drawn)	6%	?	21µM*
5	COc1ccc(OC(=O)c2cc3ccccc3o2)cc1	·	3%	-11%
6	COc1ccc2cc(C(C)C(=O)NC3CCC(O)CC3)ccc2c1 (stereo not drawn)	·	-27%	-12%
7	Cc1c(CC(=O)N2CCCCC2)c(=O)oc2c(C)c3occ(C(C)(C)C)c3cc12	5%	·	15µM*
8	COc1ccc(N2CCN(S(=O)(=O)c3ccc(F)c(C(=O)Nc4ccccc4Cl)c3)CC2)cc1	8%	·	8.2µM*
9	C=CCn1c(-c2cccc(Cl)c2)n[nH]c1=S	2%	-23%	-18%
10	CCOC(=O)C1(Cc2ccccc2)CCCN(Cc2cnn(CC)c2)C1 (stereo not drawn)	6%	10%	-8%
11	COCCN(CCOC)C(=O)c1sc2nc(-c3ccccc3)cn2c1C	3%	1%	?
12	Cc1cccc(C(=O)Nc2ccc(S(=O)(=O)N3CCOCC3)cc2)c1[N+](=O)[O-]	·	-7%	-9%
13	Cc1ccccc1C(=O)N1CC(=O)Nc2ccc(F)cc2C1c1ccccc1 (stereo not drawn)	·	-5%	1%
14	O=C(NCCc1cccc(Cl)c1)c1cc([N+](=O)[O-])ccc1Cl	2%	-7%	-13%
15	COc1ccc(NC(=O)C2CCCN(S(=O)(=O)c3c(C)n[nH]c3C)C2)c(OC)c1 (stereo not drawn)	8%	-22%	-13%
16	Clc1ccccc1CNCc1ccncc1	4%	-3%	-16%
17	O=C(COc1ccccc1Cl)NCCCNC(=O)c1ccncc1	11%	2%	5%
18	COC(=O)CCCC1=CC2=C(c3ccccc3)C(=O)C(C)(OC(=O)C3CCCC3)C(=O)C2=CN1Cc1ccco1 (stereo not drawn)	17%[12.3 µM]	3%[12.8 µM]	?
19	CCOc1ccc(NC(=O)CN(C)C(=O)Cc2ccsc2)cc1OCC	0%[56.1 µM]	·	13%
20	CCC(=O)Oc1ccc2ccccc2c1CNC(=O)c1ccccc1	0%	23%	?
21	CCOc1ccc(CCNC(=O)CSc2ncn[nH]2)cc1OCC	6%	-1%	-17%
22	COc1ccc(N2CCN(Cc3cc(=O)oc4ccc(Cl)cc34)CC2)cc1	7%	5%	-11%
23	O=C(COC(=O)C1CC2CCCC(C1)C2=O)Nc1ccc(Cl)cn1 (stereo not drawn)	-3%	·	16%
24	Cc1ccccc1CSc1nc2c(c(=O)[nH]1)CCC2	4%	1%	-30%
25	Clc1ccc(-n2ncc3c(N4CCCC4)ncnc32)cc1	3%	5%	-10%
26	c1ccc(SCc2nc(-c3ccncc3)n[nH]2)nc1	-2%	-7%	-22%
27	CC(=O)OCC(=O)N1CCN(c2ccc([N+](=O)[O-])cc2)CC1	-3%	-8%	?
28	COc1ccc(-c2n[nH]c(C(F)(F)F)c2-c2cc3ccccc3o2)c(O)c1	1%	?	15µM*
29	CCN(CCCNC(=O)CSc1cc(=O)n(CC)c2ccccc12)c1cccc(C)c1	12%	·	21µM*
30	CC(C)c1ccc(CNc2n[nH]c(-c3ccco3)n2)cc1	3%	·	?
31	CC(C)(C)OC(=O)N[C@@H](CCCCNC(=O)OCc1ccccc1)c1nnc([C@H](CCCCNC(=O)OCc2ccccc2)NC(=O)OC(C)(C)C)o1	2%	?	?
32	COCCN(CCOC)C(=O)C12CCC(C)(C(=O)C1)C2(C)C (stereo not drawn)	2%	-4%	2%
33	Cc1[nH]c2ccccc2c1C(=O)CCl	4%	0%	3.7µM*
34	COC(=O)CSc1ncnc2scc(-c3ccccc3)c12	·	23%	-14%
35	CCOC(=O)CNc1nc(OCC#N)nc(N2CCOCC2)n1	6%	3%	-4%
36	CCOC(=O)c1ccc(/C=C2\c3ccccc3C(=O)N2c2ccccc2)cc1F	4%	·	?
37	O=C(NC(NC(=S)N1CCOCC1)C(Cl)(Cl)Cl)c1cccc2ccccc12 (stereo not drawn)	3%	-7%	-22%
38	O=C(NCc1ccc2c(c1)OCO2)c1cc(COc2c(F)cccc2F)on1	2%	26%	-13%
39	Cc1cc(F)ccc1NC(=O)Cn1c(C)csc1=O	0%	·	-7%
40	CCCc1cc(=O)[nH]c(SCC)n1	6%	8%	-4%
41	COc1ccc(-c2noc(N3CCCC(C(=O)Nc4ccc(C(C)=O)cc4)C3)n2)cc1 (stereo not drawn)	3%	1%	?
42	Cc1ccccc1CNC(=O)c1oc2c(c1C)-c1nn(Cc3ccc(Cl)cc3)cc1CC2	5%	·	16µM*
43	COc1cccc(NC(=S)N2CCn3cccc3C2c2cccnc2)c1 (stereo not drawn)	-6%	3%	-27%
44	COc1ccc(C)cc1NC(=O)CCc1c(C)nn(-c2ccc(N3CCCCC3)nn2)c1C	12%&2%	-9%	26µM*
45	CN1CCN(CCCNC(=O)c2ccc(CS(=O)(=O)c3ccc(Br)cc3)o2)CC1	7%	-5%	5%
46	O=C(COC(=O)Cc1c(Cl)cccc1Cl)Nc1ccccc1-c1ccccc1	-3%	10%	?
47	O=C(COC(=O)CCc1c[nH]c2ccccc12)NCCc1ccccc1	4%	-18%	-7%
48	O=C1OCc2nc3cc4c(cc3c(-c3ccc(F)cc3)c21)OCO4	·	-4%	?
49	CCc1noc(C)c1C(=O)OC(C)C(=O)c1c(C)[nH]c2ccccc12 (stereo not drawn)	0%	·	?
50	COCCNC(=O)c1cc(-c2ccncc2)nc2ccc(S(=O)(=O)N3CCOCC3)cc12	-1%	-23%	1%
51	O=C(CCn1c(=O)oc2ccccc21)Nc1cccc(Cl)c1	-5%	·	0%
52	CCC(C)NC(=O)CC(NS(=O)(=O)c1ccc(Cl)cc1)c1ccco1 (stereo not drawn)	6%	1%	-18%
53	Nc1ccc(S(=O)(=O)N2CCCC2)cc1Cl	·	-9%	0%
54	COc1cc2c(cc1NC(=O)CCCN1C(=O)CCC1=O)oc1ccccc12	3%	5%	?
55	O=C1N/C(=C/c2cccn2-c2ccc(F)cc2)C(=O)N1Cc1ccccc1F	3%	-1%	?
56	CC(=O)NC1(C(F)(F)F)NC(=O)N(c2ccc(F)cc2)C1=O (stereo not drawn)	-2%	4%	16%
57	O=C(CNC(=O)C1CCCCC1)OCC(=O)c1ccc(C2CCCCC2)cc1	0%	·	?
58	O=C(Nc1ccccc1C(=O)O)c1ccc(NC(=O)C2CCCO2)cc1 (stereo not drawn)	3%	-2%	-16%
59	CCCC(=O)NC(c1ccc(OC)cc1)c1c(O)ccc2ccccc12 (stereo not drawn)	·	?	23µM*
60	CCC1C(=O)c2ccccc2N(C)C1=O (stereo not drawn)	-3%	8%	-14%

Reprinted at random: 3 entries already listed.
item	structure	TDP1 inh	N370S GC mod	DT40 TDP1 no CPT
19	CCOc1ccc(NC(=O)CN(C)C(=O)Cc2ccsc2)cc1OCC	0%[56.1 µM]	·	13%
24	Cc1ccccc1CSc1nc2c(c(=O)[nH]1)CCC2	4%	1%	-30%
22	COc1ccc(N2CCN(Cc3cc(=O)oc4ccc(Cl)cc34)CC2)cc1	7%	5%	-11%

Next part:
#	SMILES	TDP1 inh	N370S GC mod	DT40 TDP1 no CPT
61	O=C(CN1C(=O)NC(CCc2ccccc2)C1=O)Nc1ccc(F)c(F)c1F (stereo not drawn)	0%	·	?
62	O=C(CSc1c2c(nc3ccccc13)CCCC2)NCc1ccco1	11%	-17%	20%
63	O=C(O)CS(=O)CC(=O)NCc1cccc(C(F)(F)F)c1 (stereo not drawn)	6%	12%	4%
64	Cc1cnc(NC(=O)Cc2ccc(Br)cc2)s1	·	0%	1%
65	NC(=O)CC(NC(=O)Cc1ccc(Cl)cc1)c1ccc(NCc2ccccc2)c([N+](=O)[O-])c1 (stereo not drawn)	1%	-14%	-20%
66	O=C(CSc1nnc(-c2cccnc2)n1Cc1ccccc1)NCc1ccccc1	1%	8%	-17%
67	CNC(=O)COC(=O)c1ccccc1Oc1ccccc1	4%	4%	-7%
68	COc1ccc(OC)c(/C=N/NC(=O)c2nnn(-c3nonc3N)c2-c2cccs2)c1	0%	?	8%
69	OB(O)c1csc2ccccc12	-1%	-3%	11µM*
70	CN(C)c1ccc(C(=O)NCc2ccc3c(c2)CCO3)cc1	1%	6%	?
71	CN(C)N1C(N)=C(C#N)C(c2ccc3c(c2)OCO3)C2=C1CCCC2=O (stereo not drawn)	·	1%	-18%
72	COc1ccc(N(CC(=O)NC(C)c2ccccc2)S(=O)(=O)c2c(C)nn(C)c2C)cc1 (stereo not drawn)	0%	·	?
73	CCN(C(=O)c1cc2cc(Br)cc(OC)c2oc1=O)c1ccccc1	-2%	·	-30%
74	O=C(CN1C(=O)NC2(CCCC2)C1=O)N1CCN(S(=O)(=O)c2ccccc2F)CC1	0%	1%	-21%
75	O=C(NC1CCCCC1)c1ccc2c(c1)N(Cc1ccccc1F)C(=O)c1ccccc1S2	2%	·	?
76	Cc1cc(C)c(C#N)c(SCCN2CCCCC2)n1	·	-4%	-13%
77	COc1cc(O)c(C(=O)/C=C/c2ccccc2)c(O)c1	8%[21 µM]	-2%[12.8 µM]	·
78	COc1ccc(Cc2nc3ccc(C(=O)N4CCC(N(C)C)C4)cc3o2)cc1 (stereo not drawn)	2%	0%	9%
79	COC(=O)CSc1nnc(-c2cccnc2)n1C	5%	3%	-11%
80	CCc1cccc2c3c([nH]c12)[C@@](CC)(CC(=O)O)OCC3	4%[56.1 µM]	-5%[21.6 µM]	·
81	COCCc1nnc(NC(=O)Cc2ccccc2)s1	2%	6%	-3%
82	CCSc1nnc(Cn2c(=O)sc3ccccc32)n1-c1ccc(OC)cc1	0%	4%	-9%
83	Cc1oc(-c2ccc3c(c2)OCCO3)cc1C(=O)NCC(=O)O	-6%	?	-19%
84	COc1cccc(-c2nc(CS(=O)CC(=O)NCCc3ccccc3)c(C)o2)c1 (stereo not drawn)	5%	2%	?
85	COc1ccc(C(=O)NCCOC(C)C)cc1OC1CCN(C(C)=O)CC1	·	-1%	-17%

Single records, as listed above. Order of screens: TDP1 inh, N370S GC mod, DT40 TDP1 no CPT
Record of CNC(=O)COC(=O)c1ccccc1Oc1ccccc1 → 4%, 4%, -7%
Record of CN(C)N1C(N)=C(C#N)C(c2ccc3c(c2)OCO3)C2=C1CCCC2=O (stereo not drawn) → ·, 1%, -18%
Record of COc1ccc(Cc2nc3ccc(C(=O)N4CCC(N(C)C)C4)cc3o2)cc1 (stereo not drawn) → 2%, 0%, 9%
Record of O=C(CSc1c2c(nc3ccccc13)CCCC2)NCc1ccco1 → 11%, -17%, 20%

(cont.)
#	SMILES	TDP1 inh	N370S GC mod	DT40 TDP1 no CPT
86	O=C(COc1ccccc1Cl)NNC(=O)Cn1[nH]c(=O)c2ccccc2c1=O	-1%[56.1 µM]	·	?
87	COc1ccc(C)cc1Nc1nnc(C)c(=O)[nH]1	3%	-7%	-1%
88	CCN(CC)C(=O)[C@H]1C[C@H](CC(=O)NCC23CC4CC(CC(C4)C2)C3)C(=O)N2CCc3c([nH]c4cc(CCC(=O)N(C)C)ccc34)[C@]12C	1%[56.1 µM]	·	18µM*
89	Cc1cn(COC/C=C/c2ccccc2)c(=O)[nH]c1=O	0%	1%	-3%
90	Cc1cc(C)c(NC(=O)C2CCCN2CCC(C)C)c(C)c1 (stereo not drawn)	5%[56.1 µM]	?	?
91	C=CCc1ccccc1OCCSc1nc(-c2ccc(C(C)(C)C)cc2)nc2cc(=O)[nH]n12	5%	·	?
92	COc1ccc(C(CC(=O)c2ccccc2)S(=O)(=O)c2ccc(C)cc2)cc1 (stereo not drawn)	4%	2%	14µM*
93	COc1ccc(CN2CCN(CCC(C)C)C(CCO)C2)cc1Cn1cccn1 (stereo not drawn)	1%	-4%	10%
94	CN1CCN(C(=O)c2cc3cc(F)ccc3[nH]2)CC1	·	-2%	-17%
95	Nn1c(SCc2cccc(F)c2)nnc1-c1ccncc1	6%	-7%	-15%
96	O=C(Nc1nc2ccccc2[nH]1)C1CCN(S(=O)(=O)c2cccs2)CC1	6%	10%	-5%
97	COC(=O)[C@H](CCSC)NC(=O)NCc1ccccc1F	6%	2%	1%
98	O/N=C/c1cccc[n+]1CCCCCC[n+]1ccccc1/C=N/O	3%	-11%	14%
99	CCc1cccc(NC(=O)Cn2c(=O)c3cccn3c3ccccc32)c1	-2%	-1%	?
100	COc1ccc(C2(c3ccc(OC)cc3)NC(=O)N(CC(=O)Nc3ccc(C(=O)N(C)C)cc3)C2=O)cc1	3%	-22%	-8%
101	Cc1cc(Br)c2[nH]cc(CCNC(=O)c3ccco3)c2c1	8%	-12%	?

Screening results as filed in PubChem BioAssay.

The list is partial, so the mix of outcomes need not match the whole.
